PMI activator = increases human mannose-6-phosphate isomerase activity; P34949; purified human PMI, coupled resazurin fluorescence, 20 min; stronger effect = higher value; 1 = vehicle control, 0 substrate-free wells; activation factor at 20 µM; actives 0.005% (n = 190,000);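 active means activation factor of 2 or more at 20 µM, relative to plate controls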
Target sequence (P34949 whole entry, looked up): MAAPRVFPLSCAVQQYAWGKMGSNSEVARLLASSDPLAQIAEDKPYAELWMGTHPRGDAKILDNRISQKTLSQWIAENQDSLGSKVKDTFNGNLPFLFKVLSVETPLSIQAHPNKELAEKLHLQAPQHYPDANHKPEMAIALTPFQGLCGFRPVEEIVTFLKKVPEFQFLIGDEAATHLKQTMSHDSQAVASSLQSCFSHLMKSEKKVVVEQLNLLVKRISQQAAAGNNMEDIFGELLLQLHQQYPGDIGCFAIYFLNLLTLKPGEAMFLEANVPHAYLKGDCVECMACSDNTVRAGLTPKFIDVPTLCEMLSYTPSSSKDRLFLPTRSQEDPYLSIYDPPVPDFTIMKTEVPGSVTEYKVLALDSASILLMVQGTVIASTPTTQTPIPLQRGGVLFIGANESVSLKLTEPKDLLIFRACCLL
Diaph inh CS = diaphorase inhibition or chemical oxidation counter-screen; inhibition, % at 20 µM; diaphorase resazurin-to-resorufin fluorescence, NADH, 16 min; bacterial (C. kluyveri) enzyme, not human; actives 0.69% (n = 190,000);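 active means primary screen inhibition at 20 µM above a set limit, cut at about 50% in these data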;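 further: plate controls were DMSO with full reaction for no effect and wells lacking NADH for full effect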
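Benchmarks: positive control wells lacking NADH, neutral wells with DMSO only. System: bacterial diaphorase enzyme (C. kluyveri). Input: 0.14 U/mL diaphorase, enzyme working solution. Detection: resorufin fluorescence, excitation 544 nm, emission 590 nm. Times: 16-min room-temperature incubation before reading.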
bIAP activator = intestinal alkaline phosphatase (bovine) activation; purified bovine IAP, CDP-star luminescence, 30 min; stronger effect = higher value; fold of DMSO-control signal, blank-subtracted; activation factor at 20 µM; actives 0.17% (n = 200,000); AID 1016;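 active means activation factor of 2 or more at 20 µM, a signal rise over negative controls twice the positive control's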
Lmaj promast = reduces viability of Leishmania major promastigotes | resazurin fluorescence viability | inhibition, % at 10 µM | actives 9% (n = 200,000) | AID 1063; in the data active means inhibition above about 50%;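 further: promastigotes grown with compound for 44 hours at 28 °C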
TNAP act hi DEA = increases human TNAP activity under high phosphate acceptor concentration; purified TNAP, CDP-star luminescence, 1 M DEA, 30 min; stronger effect = higher value; 0 = EDTA background, 1 = DMSO-only activity; activation factor at 20 µM; 200,000 tested, under 10 active; P05186;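 active means activation factor at least 2 at 20 µM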
Target sequence (P05186 whole entry, looked up): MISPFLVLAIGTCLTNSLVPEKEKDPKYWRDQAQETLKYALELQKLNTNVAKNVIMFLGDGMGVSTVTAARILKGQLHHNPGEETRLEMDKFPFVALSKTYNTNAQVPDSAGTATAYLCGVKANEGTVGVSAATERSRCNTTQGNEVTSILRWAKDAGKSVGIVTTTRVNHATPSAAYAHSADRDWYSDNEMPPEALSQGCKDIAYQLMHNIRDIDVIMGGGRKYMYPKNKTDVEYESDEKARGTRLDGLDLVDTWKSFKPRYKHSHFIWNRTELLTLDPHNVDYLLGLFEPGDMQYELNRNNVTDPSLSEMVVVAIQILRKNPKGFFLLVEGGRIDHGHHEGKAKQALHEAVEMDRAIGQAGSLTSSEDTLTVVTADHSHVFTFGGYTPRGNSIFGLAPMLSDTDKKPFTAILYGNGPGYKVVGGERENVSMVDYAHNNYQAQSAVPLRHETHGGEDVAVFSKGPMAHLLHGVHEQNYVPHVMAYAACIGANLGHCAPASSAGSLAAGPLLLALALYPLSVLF
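Dosing: 20 µM single point. System: human TNAP. Amount: TNAP 1/800 final. Incubation: 30 min, room temperature. Read-out: TNAP activation factor scaled between EDTA and DMSO control wells. Signal: luminescence from CDP-star hydrolysis. Medium: 1 M DEA, pH 9.8, Mg2+, Zn2+. Control set: EDTA negative control, DMSO positive control.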
PMI act satM6P = activators of human phosphomannose isomerase at near-saturating mannose 6-phosphate; actives 0.34% (n = 190,000); coupled PMI enzyme assay, resazurin fluorescence, 20 min; stronger effect = higher value; 1 = untreated enzyme, 0 = substrate-free blank; P34949; activation factor at 20 µM;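 active means activation factor of 2 or more at 20 µM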
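Test system – human PMI in coupled enzyme assay · Timing – 20 min incubation at room temperature · Detection – Diaphorase-driven resazurin-to-resorufin fluorescence, excitation 544, emission 590 nm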
bIAP inhibitor = intestinal alkaline phosphatase (bovine) inhibition. inhibition, % at 20 µM. purified bovine IAP, CDP-star luminescence, 30 min. 190,000 tested, under 10 active. AID 1019;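 active means over 50% inhibition of intestinal alkaline phosphatase at 20 µM in the single-dose screen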
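Assay system – bovine IAP enzyme · Quantity – bovine IAP at 1/65,000,000 final dilution · Detection – CDP-star luminescence signal · Times – 30 min reaction at room temperature · Also added – CDP-star substrate at 30 µM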
Diaph act CS = counter-screen for diaphorase-based assays: diaphorase activators and chemical reducers | activation factor at 20 µM | Diaphorase/resazurin coupled assay, resorufin fluorescence, 16 min; stronger effect = higher value; 1 = vehicle wells, 0 = NADH-free wells | AID 1229 | actives 0.005% (n = 190,000);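 active means diaphorase activity raised at least twofold by the compound at 20 µM; inactive means activation factor below 2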
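Measured by – red resorufin fluorescence at 544/590 nm excitation/emission · Test system – Clostridium kluyveri diaphorase, purified enzyme · Incubation – reaction time 16 min, room temperature · Buffer or medium – 50 mM HEPES pH 7.4 with 4.542 mM MgCl2, 0.005% Tween 20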
TNAP inh no acc = inhibitors of human TNAP without phosphate acceptor | purified TNAP, CDP-star luminescence, 30 min | P05186 | actives 0.26% (n = 200,000) | inhibition, % at 20 µM;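 active means tissue-nonspecific alkaline phosphatase inhibition above about 50% at 20 µM in the single-dose screen, limit read from the data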;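 further: 0% = DMSO negative control and 100% = EDTA positive control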
TNAP inh hiacc = inhibitors of human TNAP at high phosphate acceptor concentration; AID 1135; inhibition, % at 20 µM; actives 0.03% (n = 200,000); P05186; purified TNAP, CDP-star luminescence, 1 M DEA;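 active means over 50% inhibition of tissue-nonspecific alkaline phosphatase at 20 µM in the single-dose screen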;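 further: plate controls were DMSO wells for no effect and EDTA-quenched wells as full inhibition for full effect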
Starred values were filed as active, the others as inactive; x = no result given.

SMILES | PMI activator | Diaph inh CS | bIAP activator | Lmaj promast | TNAP act hi DEA | PMI act satM6P | bIAP inhibitor | Diaph act CS | TNAP inh no acc | TNAP inh hiacc
COc1ccc(OC)c(C(=O)CC2OC(=O)c3ccccc32)c1 (stereo unspecified) | 1 | 8 | 0.8 | 8 | 1 | 1 | 16 | 0.9 | -7 | -1
Cc1ccccc1NC(=S)NCc1ccco1 | 1 | 13 | 1 | 0 | 1 | 0.9 | 0 | 0.9 | -6 | 0
CN(C1CCCC1)C1CCN(C(=O)CNC(=O)/C=C/c2ccccc2)CC1 | 0.8 | 6 | 0.9 | -3 | 1 | 0.9 | 9 | 0.9 | -14 | -3
Cc1cc(=O)[nH]c(SCC(=O)Nc2ccc3c(c2)OCCO3)n1 | x | x | 0.9 | 5 | 1 | x | 9 | x | -5 | -1
CCN(CC)c1cc(Cl)nc(N)n1 | 0.9 | -1 | 1 | 30 | 1 | 1 | -1 | 1 | -4 | 1
CC(C)c1ccc2[nH]c(O)c(N=NC(=O)c3ccc(CSc4nncn4C)cc3)c2c1 | 0.9 | 29 | 0.8 | -3 | 1 | 1 | 18 | 0.7 | 11 | 1
CCc1nnc(NC(=O)Cc2ccc(OCc3c(C)noc3C)cc2)s1 | 0.9 | 23 | 0.9 | -3 | 1 | 0.9 | 8 | 0.8 | -9 | -4
COc1cc(NC(=O)CCNC(=O)Cn2cnc3ccccc3c2=O)cc(OC)c1OC | 0.8 | 20 | 0.9 | 0 | 1.1 | 0.9 | 5 | 0.8 | -16 | -6
COCc1ccc([C@@H]2C[C@H]3CN(Cc4cccc(Cl)c4)C(=O)[C@]34CCCN24)o1 | x | x | 1.1 | -4 | 1 | x | -8 | x | 2 | 0
CCNc1nc(NCC)nc(-n2nc(C)cc2C)n1 | 1.1 | -3 | 1 | -4 | 1.1 | 1.1 | -2 | 1 | 4 | -9
COc1cc(NC(=O)Cc2ccccc2)c(C(=O)O)cc1OC | 1 | 17 | 1.2 | -8 | 1.1 | 1 | -22 | 0.8 | -5 | -6
COC(=O)CCN(C(=O)c1ccc(N2CCCC2)c([N+](=O)[O-])c1)c1ccccn1 | 1 | 2 | 1.1 | 0 | 0.9 | 0.9 | -12 | 1 | 12 | 9
CC(=O)n1cc(-c2ccncc2)c2ccccc21 | 0.9 | 12 | 0.8 | -1 | 1.1 | 0.9 | 20 | 0.9 | -11 | -7
CCCCN=C1NN=C(c2cccc([N+](=O)[O-])c2)CS1 | 0.9 | 11 | 1.2 | -9 | 1 | 0.8 | -23 | 0.9 | 4 | -4
Cn1c(-c2ccc3c(c2)OCO3)cnc1NCc1ccccc1 | 0.8 | 18 | 1 | 63* | 1.1 | 0.9 | 4 | 0.8 | -12 | -6

Quoted from the listing:
bIAP activator with `Cn1c(-c2ccc3c(c2)OCO3)cnc1NCc1ccccc1` = 1
Diaph inh CS with `CCN(CC)c1cc(Cl)nc(N)n1` = -1
PMI act satM6P with `COc1cc(NC(=O)CCNC(=O)Cn2cnc3ccccc3c2=O)cc(OC)c1OC` = 0.9

Next part:
SMILES | PMI activator | Diaph inh CS | bIAP activator | Lmaj promast | TNAP act hi DEA | PMI act satM6P | bIAP inhibitor | Diaph act CS | TNAP inh no acc | TNAP inh hiacc
NS(=O)(=O)c1ccc(NCc2ccccc2OCc2ccccc2F)cc1 | 0.9 | 29 | 0.9 | 14 | 1 | 0.9 | 15 | 0.7 | -14 | -4
CCCn1c(=N)n(CC(=O)OCC)c2ccccc21 | 1.1 | -7 | 1 | -7 | 1.1 | 1.1 | 1 | 1.1 | -13 | -5
COc1ccc(-n2c(SCC(=O)c3ccc[nH]3)nnc2-c2ccccc2)cc1 | 1.1 | -1 | 1 | 4 | 1 | 1.1 | 5 | 1 | -8 | -2
CCN(CC)CCn1c(=N)n(CCO)c2ccccc21 | 0.9 | 8 | 0.9 | -2 | 1 | 0.9 | 13 | 0.9 | -10 | -1
Cc1ccc(S(=O)(=O)NCC(=O)OCC(=O)Nc2cccc(S(=O)(=O)NC3=NCCCCC3)c2)cc1 | 1 | -7 | 0.9 | 5 | 1 | 1.1 | 6 | 1.1 | -4 | -5
COc1cc(CNc2ccc(N3CCCC3)cc2)ccc1OCc1ccccc1F | 0.7 | 38 | 1 | 2 | 0.9 | 0.4 | 4 | 0.6 | 34 | 9
COc1ccc(C(C(=O)NCC2CCCO2)N(C(=O)CNC(=O)c2cccs2)c2ccc(C)cc2)cc1OC (stereo unspecified) | 1.1 | -31 | 1.2 | -7 | 1.1 | 1.2 | -24 | 1.3 | -11 | -12
Cc1c(C(=O)Nc2ccc(Oc3ccccc3)cc2)sc2nc3n(c(=O)c12)CCC3 | 0.9 | 26 | 1 | 37 | 1.1 | 0.9 | 1 | 0.7 | -5 | -6
CCN1C(=O)c2cccc3c(NC(=O)c4ccc(S(=O)(=O)N5CCOCC5)cc4)ccc1c23 | 1 | 10 | 0.9 | 26 | 1 | 1 | 13 | 0.9 | -6 | -2
O=c1[nH]c2ccccc2n1CCCN1CCCCC1 | 1 | 5 | 1 | -2 | 1 | 1 | 2 | 1 | -5 | -2
Cc1ccc(-c2nnc(Oc3cccc(C)c3)c3ccccc23)cc1 | 0.8 | 9 | 0.5 | 5 | 1 | 0.9 | x | 0.9 | -16 | -2
COCCNC(=O)/C(C#N)=C/c1ccc(N2CCOCC2)o1 | 1.1 | -3 | 1 | -7 | 0.7 | 1 | 2 | 1 | 29 | 32
Cc1c(Nc2nc(-c3ccc(Cl)cc3)cs2)c(=O)n(-c2ccccc2)n1C | 0.8 | 20 | 0.9 | -11 | 1 | 0.9 | 13 | 0.8 | -2 | -3
CC(NCC1COc2ccccc2O1)C(=O)NCc1ccccc1 (stereo unspecified) | 1 | 15 | 1 | -3 | 1 | 1 | -4 | 0.8 | -6 | -4
Cc1cccc(OCC(=O)N/N=C/c2cc([N+](=O)[O-])ccc2N2CCOCC2)c1 | 0.9 | 26 | 0.9 | 87* | 1 | 0.9 | 5 | 0.7 | 1 | -1
Nc1ccc2oc(-c3ccccn3)nc2c1 | 1 | 5 | 1.4 | 0 | 1 | 0.6 | -42 | 0.9 | -4 | -2
Cc1onc(-c2ccccc2)c1C(=O)OCC(=O)NCc1ccc(F)cc1 | 1.1 | 11 | 1 | -4 | 1.1 | 1.1 | -5 | 0.9 | -4 | -6
COc1cc(NC(=O)CSc2nnc3c(C)cc4c(C)ccc(C)c4n23)c(C(=O)O)cc1OC | 1 | 35 | 0.9 | -4 | 1.1 | 1 | 7 | 0.6 | -7 | -7
Cc1cc(NCCN2CCOCC2)n2nc(C)c(-c3ccccc3)c2n1 | 0.9 | 8 | 1 | 0 | 1.1 | 1 | 0 | 0.9 | -12 | -6
CCNS(=O)(=O)c1cc(OC)ccc1OC | 0.9 | 10 | 0.9 | -1 | 1 | 0.9 | 7 | 0.9 | -5 | 2
O=C(C1COc2ccccc2O1)N1CCc2ccccc21 (stereo unspecified) | 1 | -1 | 0.8 | 0 | 1.1 | 1.1 | 24 | 1 | -9 | -7
Cn1c(SCC(=O)Nc2ccc(Br)cc2F)nnc1-c1ccco1 | 1 | 6 | 1.1 | -5 | 1.1 | 1 | -7 | 0.9 | -9 | -5
COc1ccc(C(=O)Oc2ccc(/C=N/NC(=O)Cc3ccc([N+](=O)[O-])cc3)cc2)cc1 | 1 | -2 | 1 | -4 | 1 | 1.1 | 1 | 1 | -21 | -2
O=Cc1cccn1-c1sc2c(c1C(=O)O)CCCC2 | 1.1 | -16 | 1.1 | 20 | 0.9 | 1.1 | -12 | 1.2 | 2 | 6
CC(C)n1c(/C=C/c2ccccc2)nc2ccccc21 | 0.9 | 15 | 0.9 | 50* | 1 | 0.8 | 9 | 0.9 | -2 | 0
CC1CCC(NC(=O)c2ccc3nc[nH]c3c2)CC1 (stereo unspecified) | 1 | 2 | 1.2 | -1 | 1 | 1 | -17 | 1 | -6 | -3
CC(C(=O)OCC(=O)Nc1cccc(S(=O)(=O)N(C)C)c1)N1C(=O)c2ccccc2C1=O (stereo unspecified) | 1 | 2 | 0.9 | -1 | 1 | 1 | 14 | 1 | 0 | 4
CCOP(=O)(c1ccccc1)c1nc(-c2ccccc2Cl)oc1N1CCCCC1 (stereo unspecified) | 0.9 | 26 | 1 | 36 | 1 | 0.8 | 1 | 0.7 | -4 | -3
CCOC(=O)C1CCN(Cc2nc3ccc([N+](=O)[O-])cc3c(=O)n2-c2ccc(OC)cc2OC)CC1 | 0.9 | 14 | 1.2 | 30 | 1 | 0.8 | -23 | 0.9 | 6 | -1
CSCCC(NC(=O)C1CCC(C)CC1)C(=O)OCC(=O)c1ccc(Cl)cc1 (stereo unspecified) | 1 | 0 | 0.8 | -4 | 0.9 | 1.1 | 24 | 1 | -11 | 7
Cc1cc(C)c(S(=O)(=O)Nc2cccc(S(=O)(=O)NC3=NCCC3)c2)c(C)c1 | 1.2 | -6 | 1.1 | -8 | 1 | 1 | -11 | 1.1 | -8 | -3
O=C(O)CC1(CC(=O)Nc2ccc3ccccc3c2)CCCCC1 | 0.9 | 20 | 0.9 | -8 | 1 | 0.9 | 10 | 0.8 | 0 | 0
O=C(O)CSCCC(=O)Nc1ccc(F)cc1 | 1 | 18 | 1 | -3 | 1 | 0.9 | 3 | 0.8 | -11 | -5
O=C(c1ccco1)N1CCCN(Cc2nc(-c3ccc4c(c3)OCO4)no2)CC1 | 1 | 2 | 1.1 | -2 | 1.1 | 0.9 | -9 | 1 | -12 | -9
CCOc1ccccc1N1CC(C(=O)Nc2ccccc2N2CCOCC2)CC1=O (stereo unspecified) | 1 | 0 | 1.1 | -7 | 1.1 | 1 | -7 | 1 | -11 | -6
OC(CN1CCN(c2ccccc2)CC1)c1c[nH]c2ccccc12 (stereo unspecified) | 1 | 17 | 0.9 | 4 | 1 | 1 | 5 | 0.8 | -1 | -3
N#CC1=C(S)N(c2ccccc2)C(c2ccco2)NC1=O (stereo unspecified) | 0.8 | 18 | 0.9 | -4 | 1 | 0.5 | 10 | 0.8 | -8 | -1
Cc1ccccc1N(C)C(=O)c1coc(=O)c2ccccc12 | 1 | 6 | 1 | 1 | 1 | 1 | 1 | 0.9 | -15 | -5

One compound at a time, as listed above.
O=C(O)CC1(CC(=O)Nc2ccc3ccccc3c2)CCCCC1 is listed with PMI activator = 0.9; Diaph inh CS = 20; bIAP activator = 0.9; Lmaj promast = -8; TNAP act hi DEA = 1; PMI act satM6P = 0.9; bIAP inhibitor = 10; Diaph act CS = 0.8; TNAP inh no acc = 0; TNAP inh hiacc = 0
CCOc1ccccc1N1CC(C(=O)Nc2ccccc2N2CCOCC2)CC1=O (stereo unspecified) is listed with PMI activator = 1; Diaph inh CS = 0; bIAP activator = 1.1; Lmaj promast = -7; TNAP act hi DEA = 1.1; PMI act satM6P = 1; bIAP inhibitor = -7; Diaph act CS = 1; TNAP inh no acc = -11; TNAP inh hiacc = -6
